# High-throughput results deposited in PubChem by several laboratories.
# GPR7 antagonist: GPR7 receptor antagonists, primary screen, cell-based, fluorescence, single concentration; Neuropeptides B/W receptor type 1 (Homo sapiens), P48145; GPR7-expressing cells, fluorescence antagonist assay; inhibition, % at 4.4 µM; 1.1% of 290,000 active; AID 1861, 2009; in the data active = inhibition above about 16%, passing the limit was not always enough;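 also: cells stimulated with the agonist NPW; 0% = agonist with vehicle and 100% = vehicle without agonist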
# MEKK3 PB1 HTS: modulators of MEKK3-MEK5 PB1 binding, primary screen, biochemical, wildtype MEKK3, multiplex bead flow cytometry, Alexa488-MEK5; Mitogen-activated protein kinase kinase kinase 3 (Homo sapiens), Q99759; bead-based flow cytometry, Alexa488-MEK5 binding to MEKK3; actives lie on both sides; 0 = blocked by unlabeled MEK5, 100 = vehicle; binding response (% of control), % at 10 µM; 1.4% of 290,000 active; AID 1529, 2009;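 active = binding response more than 3 SD above or below the average of its plate-row segment, actives on both sides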;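 also: Alexa488 bead fluorescence after subtracting the streptavidin-only scavenger bead signal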
# Target sequence (Q99759 whole entry, looked up): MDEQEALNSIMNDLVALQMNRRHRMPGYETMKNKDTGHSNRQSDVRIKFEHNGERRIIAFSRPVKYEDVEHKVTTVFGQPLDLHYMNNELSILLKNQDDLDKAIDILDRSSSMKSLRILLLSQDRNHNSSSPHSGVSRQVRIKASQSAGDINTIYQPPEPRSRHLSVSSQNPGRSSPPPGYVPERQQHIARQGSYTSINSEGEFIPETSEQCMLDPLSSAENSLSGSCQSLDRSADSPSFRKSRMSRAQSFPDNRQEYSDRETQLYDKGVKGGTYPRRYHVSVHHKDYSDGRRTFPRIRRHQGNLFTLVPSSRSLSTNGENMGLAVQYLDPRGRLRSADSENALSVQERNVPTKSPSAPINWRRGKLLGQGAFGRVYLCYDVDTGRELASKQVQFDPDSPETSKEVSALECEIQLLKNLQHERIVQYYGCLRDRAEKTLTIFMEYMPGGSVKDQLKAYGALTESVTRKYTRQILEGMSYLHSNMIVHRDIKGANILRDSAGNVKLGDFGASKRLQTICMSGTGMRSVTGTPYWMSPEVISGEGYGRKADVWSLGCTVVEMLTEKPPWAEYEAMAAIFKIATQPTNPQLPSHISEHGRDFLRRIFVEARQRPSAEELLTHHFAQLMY
# PHOSPHO1 inh: PubChem AID 1565; recombinant PHOSPHO1, absorbance phosphatase assay; inhibition, % at 13.3 µM; 1.1% of 290,000 active; in the data active = inhibition above about 60%
# M18AAP inhibitor: PfM18AAP inhibitors, malaria aminopeptidase, primary screen, biochemical, QFRET, recombinant enzyme; H-Glu-NHMec fluorogenic cleavage; inhibition, % at 7.35 µM; M18 aspartyl aminopeptidase (Plasmodium falciparum 3D7); 1.2% of 290,000 active;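 active = inhibition above the campaign mean inhibition over all tested compounds plus 3 SD, cut at about 28% in these data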;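 also: 0% = plate median of test compound wells and 100% = 2 mM ZnCl2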
# FID counter: compounds displacing fluorescent DNA intercalator, primary screen, artefact control for HCV NS3 helicase inhibitor project, biochemical, FID fluorescence | DNA fluorescent intercalator displacement | inhibition, % at 7.9 µM | 0.17% of 290,000 active | AID 1845, 2009; in the data active = inhibition above about 37%;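 also: 0% = vehicle and 100% = reference compound; higher means more ethidium bromide displaced from hairpin DNA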
# OXTR ag: human OXTR agonists, primary screen, fluorescence, CHO-OTR cells, Fluo-8 calcium; activation, % at 3 µM; 0.32% of 320,000 active; Oxytocin receptor (Homo sapiens), P30559; Fluo-8 calcium fluorescence; normalized: DMSO 0%, oxytocin 100%;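 active = activation above the mean of all tested compounds plus 3 SD, cutoff set per screening run, cut at about 20% in these data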;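 also: peak over basal fluorescence ratio from a 100 s FLIPR kinetic read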
# Target sequence (P30559 whole entry, looked up): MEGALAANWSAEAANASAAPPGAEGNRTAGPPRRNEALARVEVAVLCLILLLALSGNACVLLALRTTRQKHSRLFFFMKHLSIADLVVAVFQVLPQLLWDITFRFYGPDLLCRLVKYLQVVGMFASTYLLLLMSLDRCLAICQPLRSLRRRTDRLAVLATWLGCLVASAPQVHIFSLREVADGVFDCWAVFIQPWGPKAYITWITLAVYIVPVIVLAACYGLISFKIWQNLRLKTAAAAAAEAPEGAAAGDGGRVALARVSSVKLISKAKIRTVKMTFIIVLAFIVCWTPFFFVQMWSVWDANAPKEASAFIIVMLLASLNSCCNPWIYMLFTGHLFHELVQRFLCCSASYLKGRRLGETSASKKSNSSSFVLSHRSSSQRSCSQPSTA
# MEKK2 WT-MEK5: modulators of MEK5 binding to wildtype MEKK2, primary screen, biochemical, multiplex bead flow cytometry, Alexa488-MEK5. Alexa488-MEK5 binding to MEKK2 WT; actives lie on both sides. binding response (% of control), % at 10 µM. 1.1% of 290,000 active. AID 1531, 2009; in the data active = binding response below about 67% or above about 130%
# NALP1 inh: NALP1 inflammasome inhibitors in reconstituted yeast, colorimetric, S. cerevisiae, triplicate retest | S. cerevisiae NALP1/ASC/caspase-1 growth, X-gal OD620, 72 h | 0.61% of 280,000 active | inhibition, % at 10 µM | AID 2071, 2009; in the data active = inhibition mostly above about 24%, no sharp cut-off; inactive = mostly below about 32%; also: some compounds called inactive have numbers as strong as hits
# MEKK2mut PB1 HTS: MEK5 binding signal on mutant MEKK2 PB1, primary screen, biochemical, multiplex bead flow cytometry, Alexa488-MEK5; Alexa488-MEK5 binding to MEKK2 mutant; percent response, % at 10 µM; 0.35% of 290,000 active; in the data active = percent response above about 24%, passing the limit was not always enough; also: inactives centre near 1; some results filed as inactive read as strong as hits; reference of the scale not given here
# An asterisk follows results filed as active; · = no result given; [ ] = remark or other dose.
[1] COc1ccc(NC(=O)CCCn2cnc3ccccc3c2=O)cc1
[2] Cc1cccc(C)c1NC(=O)Cn1nnc(-c2ccc(CN3CCC(C)CC3)cc2)n1
[3] Cc1nc(C(=O)N2CCc3c([nH]c4ccccc34)C2c2ccccn2)cs1 (stereo unspecified)
[4] Cc1cc(OCC(=O)NNC(=O)c2cnccn2)cc(C)c1Cl
[5] COc1ccc(C2(O)C(=O)Nc3ccc(C)cc32)cc1 (stereo unspecified)
[6] COc1ccccc1C(NC(=O)C1CCCCC1)c1c(O)ccc2ccccc12 (stereo unspecified)
[7] O=C(NCC(=O)N1CC=C(c2ccccc2)CC1)c1ccccc1Br
[8] COc1ccc(/C=C/C(=O)OCC(=O)NCCC2=CCCCC2)cc1S(=O)(=O)N1CCOCC1
Assay by compound,1,2,3,4,5,6,7,8
GPR7 antagonist,-13,-3,-11,-16,-14,10,10,0
MEKK3 PB1 HTS,100,144*,100,101,105,98,101,89
PHOSPHO1 inh,42,29,-12,·,28,-15,-21,-10
M18AAP inhibitor,8,-7,-5,9,-3,10,-2,-11
FID counter,-10,3,-31,-10,-6,-8,-17,-32
OXTR ag,0.4,-0.6,-0.4,·,1.8,-2.1,1.2,-0.1
MEKK2 WT-MEK5,100,137,84,101,106,101,99,88
NALP1 inh,-7,8,-19,4,1,-2,9,-3
MEKK2mut PB1 HTS,2,6,-13,3,4,0,6,-7

[9] Cc1cc(=O)[nH]c(N/N=C/c2cn(CCC#N)nc2-c2ccccc2)n1
[10] CCc1c(C)c(C#N)c2nc3ccccc3n2c1NCCOC
[11] COc1cccc(-c2cc(C(=O)Nc3ccncc3)c3ccccc3n2)c1
[12] CCCC(CCC(=O)Nc1ccc(C(=O)OCC)cc1)C(=O)O (stereo unspecified)
[13] CCCCN(C(=O)CSc1cc(C)c2ccccc2n1)c1c(N)n(Cc2ccccc2)c(=O)[nH]c1=O
[14] COc1cccc(N2CC(=O)Nc3c(oc4nc(-c5ccccc5)cc(C)c34)C2=O)c1
[15] COc1ccc(N2C(=O)CC(Nc3ccc(N4CCOCC4)cc3)C2=O)c(OC)c1 (stereo unspecified)
[16] O=c1c(-c2ccccc2)c(O)c2ccccc2n1-c1ccccc1
Assay by compound,9,10,11,12,13,14,15,16
GPR7 antagonist,3,-6,-16,2,-11,-10,-14,-15
MEKK3 PB1 HTS,97,104,97,102,105,97,100,114
PHOSPHO1 inh,21,-20,8,2,-3,-1,41,·
M18AAP inhibitor,-4,3,-1,0,1,-2,28*,0
FID counter,2,-20,-1,-12,-3,-2,-34,-7
OXTR ag,-0.3,-1.6,-0.6,0.2,-2.4,-2.4,-0.3,1.3
MEKK2 WT-MEK5,100,104,92,105,104,91,97,122
NALP1 inh,1,21,12,4,21,7,-1,14
MEKK2mut PB1 HTS,-2,8,-4,1,4,-5,1,17

[17] COc1ccc(Cl)c(Cn2c(NCc3ccccn3)nc3c2c(=O)n(C)c(=O)n3C)c1
[18] CCc1ccc(CNC(=O)C2CCCN(S(=O)(=O)N(CC)c3ccccc3)C2)cc1 (stereo unspecified)
[19] CCOC(=O)N1CCN(C(=O)CC(C(=O)N2CCc3ccccc32)n2ccnc2)CC1 (stereo unspecified)
[20] Cc1ccccc1CN1CCCOCCS1(=O)=O
[21] O=C(CSc1nc(O)cc(=O)n1-c1ccccc1)c1ccc(Br)cc1
[22] COc1ccc(Cc2c[nH]c(=O)[nH]c2=O)cc1
[23] O=C(N/N=C/c1cccc2nccnc12)c1ccccc1O
[24] CCOCC(=O)N1CCCC(C(=O)OCC)C1 (stereo unspecified)
Assay by compound,17,18,19,20,21,22,23,24
GPR7 antagonist,-14,1,-6,9,-10,-8,-16,16
MEKK3 PB1 HTS,96,99,103,100,103,99,93,104
PHOSPHO1 inh,-8,55,16,-2,2,11,6,-8
M18AAP inhibitor,4,4,-3,-3,-5,0,3,-1
FID counter,-29,-51,-5,-4,-7,-3,0,0
OXTR ag,-1.4,0.7,0.0,-0.2,-0.3,-0.1,0.1,0.8
MEKK2 WT-MEK5,96,99,107,96,98,100,95,105
NALP1 inh,15,9,6,24,2,3,11,4
MEKK2mut PB1 HTS,-6,0,4,-1,-5,0,-3,10

[25] COc1ccc(S(=O)(=O)N2CCCCC2)cc1NC(=S)Nc1ccccc1
[26] COc1cccc(/C=N/Nc2nnc(C)n2N)c1O
[27] COc1ccc(-c2csc(NC(=O)c3ccccc3F)n2)cc1
[28] Cc1ncc([N+](=O)[O-])n1Cc1cccc(F)c1
[29] Cc1ccc(CN2C(=O)CNC2=S)cc1
[30] CCOc1ccc(S(=O)(=O)N(CC(=O)N2CCc3ccccc32)Cc2ccco2)cc1
[31] CCN(CC)S(=O)(=O)c1ccc(N2CCOCC2)c(NS(=O)(=O)c2ccc(C(C)C)cc2)c1
[32] Cc1cccc(N2CCN(S(=O)(=O)c3ccc4c(c3)n(C)c(=O)c(=O)n4C)CC2C)c1 (stereo unspecified)
Assay by compound,25,26,27,28,29,30,31,32
GPR7 antagonist,-2,-4,-2,6,-5,5,-11,-3
MEKK3 PB1 HTS,105,102,111,94,107,103,101,97
PHOSPHO1 inh,-12,5,39,16,-8,24,5,13
M18AAP inhibitor,-3,39*,-3,-3,5,0,1,-8
FID counter,-6,-12,-11,-5,-3,-2,-20,1
OXTR ag,0.0,1.1,-1.0,0.3,0.3,-2.1,-1.4,-0.5
MEKK2 WT-MEK5,106,102,111,92,111,105,97,95
NALP1 inh,8,-12,17,10,-19,20,25,17
MEKK2mut PB1 HTS,1,4,3,-12,5,5,-2,-5

[33] CCOc1ccc(NC(=O)N(CCC(C)C)C(C)c2ccco2)cc1 (stereo unspecified)
[34] O=C(N/N=C\c1cc(Br)cs1)c1ccncc1
[35] CC(C)n1c(N2CCN(C(=O)Nc3ccc(Cl)cc3)CC2)nc2ccccc21
[36] CN1C/C(=C/c2cccnc2)C(=O)/C(=C/c2cccnc2)C1
[37] C[C@H](NC(=O)NC1CCCc2ccccc21)C(=O)O (stereo partly specified)
[38] COC(=O)C1C2C=CC(C3CC23)C1C(=O)OCC(=O)c1ccccc1 (stereo unspecified)
[39] CC(=O)N1CCN(C(=O)COc2ccccc2C(=O)Nc2ccccc2)CC1
[40] Cc1ccccc1CCNC(=O)CCn1ccc2cc(S(=O)(=O)N3CCCC3)ccc21
Assay by compound,33,34,35,36,37,38,39,40
GPR7 antagonist,-1,-11,-11,-3,6,13,-12,0
MEKK3 PB1 HTS,·,93,98,59*[inhibitor],101,96,110,103
PHOSPHO1 inh,-14,12,16,2,-5,5,17,7
M18AAP inhibitor,8,-2,-1,2,1,-12,-3,0
FID counter,-19,-1,-21,-3,0,-20,-13,-41
OXTR ag,-2.6,-1.6,-0.1,0.2,0.8,-0.1,0.8,-1.2
MEKK2 WT-MEK5,·,94,93,100,101,96,99,101
NALP1 inh,25,-8,6,·,7,·,6,13
MEKK2mut PB1 HTS,·,-2,-6,-1,3,-3,-1,-1

[41] Nc1c(S(=O)(=O)c2cccs2)c2nc3ccccc3nc2n1Cc1cccs1
[42] Nc1c(C(=O)c2ccccc2)sc2nsc(SCCN3CCOCC3)c12
[43] O=C(NC(NCc1cccnc1)C(Cl)(Cl)Cl)c1cccc2ccccc12 (stereo unspecified)
[44] CN(NC(=O)c1ccco1)c1nc2ccccc2nc1C(F)(F)F
[45] O=C(Nc1ccc(F)cc1)Nc1cccnc1Cl
[46] Cc1ccc(C(=O)N/N=C\c2ccc[nH]2)cc1[N+](=O)[O-]
[47] CCC1C(=O)NCCN1C(=O)c1ccccc1OC1CCN(S(C)(=O)=O)CC1 (stereo unspecified)
[48] CCOc1ccc(Br)cc1S(=O)(=O)NCCN1CCCC1
Assay by compound,41,42,43,44,45,46,47,48
GPR7 antagonist,2,-4,-2,12,14,-4,6,6
MEKK3 PB1 HTS,100,75,98,99,97,101,87,101
PHOSPHO1 inh,-15,61*,1,20,-25,23,3,6
M18AAP inhibitor,-2,27,-4,-7,-4,6,-1,-12
FID counter,-9,-14,-8,-1,-1,4,-2,3
OXTR ag,4.8,49*,-1.5,1.5,1.0,0.0,1.4,0.6
MEKK2 WT-MEK5,93,66,102,96,96,105,88,105
NALP1 inh,0,13,18,-4,10,1,-1,9
MEKK2mut PB1 HTS,-2,-13,2,-4,-2,3,-8,0

[49] CC(C)[C@H](NS(=O)(=O)c1ccc2c(c1)OCCO2)C(=O)OCC(=O)Nc1ccccc1Cl
[50] COc1ccc2cc(/C=N/NC(=O)c3c(Cl)cnn3C)c(Cl)nc2c1
[51] CCCc1nc2ccc(NC(=O)NCCC(=O)OCC)cc2c(=O)n1Cc1ccc(Cl)cc1
[52] CCn1cc(C(=O)NCCCO)c(=O)c2cc(F)c(N3CCN(C)CC3)cc21
[53] O=C(Nc1ccccc1F)c1c[nH]c(=O)[nH]c1=O
[54] O=C(CC(=O)c1ccccc1)Nc1ccc(Cl)cc1
[55] C=CCn1c(-c2ccc(Cl)cc2)c[nH]c1=S
[56] CCCCC(CC)CNC(=O)C1CCCN(S(=O)(=O)c2cnc[nH]2)C1 (stereo unspecified)
[57] CCOC(=O)N1CCN(C(=O)Cc2ccsc2)CC1
[58] CCOc1ccccc1N1CCN(C(=O)Nc2ccc(Cl)c(Cl)c2)CC1
[59] CCCCNC(=O)c1ccc2c(c1)ncn2C1CCCC1
Assay by compound,49,50,51,52,53,54,55,56,57,58,59
GPR7 antagonist,-3,-3,-9,-18,-7,-14,8,-11,11,-5,-4
MEKK3 PB1 HTS,102,99,100,101,103,112,104,109,109,·,100
PHOSPHO1 inh,-10,-8,-14,·,33,31,94*,-2,32,40,-3
M18AAP inhibitor,-5,-8,-7,-14,-4,-6,-6,2,-1,2,-32
FID counter,-27,-4,-14,-5,0,2,0,-18,-5,1,-14
OXTR ag,0.4,0.2,-1.8,0.3,0.2,1.8,3.9,-0.1,-0.2,5.0,0.6
MEKK2 WT-MEK5,102,96,101,102,99,111,104,109,114,·,101
NALP1 inh,12,16,-20,1,13,4,-11,12,5,21,14
MEKK2mut PB1 HTS,-2,-2,4,0,3,14,-1,3,5,·,1

# Eight of these compounds, set out differently:
nr | SMILES | GPR7 antagonist | MEKK3 PB1 HTS | PHOSPHO1 inh | M18AAP inhibitor | FID counter | OXTR ag | MEKK2 WT-MEK5 | NALP1 inh | MEKK2mut PB1 HTS
52 | CCn1cc(C(=O)NCCCO)c(=O)c2cc(F)c(N3CCN(C)CC3)cc21 | -18 | 101 | · | -14 | -5 | 0.3 | 102 | 1 | 0
53 | O=C(Nc1ccccc1F)c1c[nH]c(=O)[nH]c1=O | -7 | 103 | 33 | -4 | 0 | 0.2 | 99 | 13 | 3
54 | O=C(CC(=O)c1ccccc1)Nc1ccc(Cl)cc1 | -14 | 112 | 31 | -6 | 2 | 1.8 | 111 | 4 | 14
55 | C=CCn1c(-c2ccc(Cl)cc2)c[nH]c1=S | 8 | 104 | 94* | -6 | 0 | 3.9 | 104 | -11 | -1
56 | CCCCC(CC)CNC(=O)C1CCCN(S(=O)(=O)c2cnc[nH]2)C1 (stereo unspecified) | -11 | 109 | -2 | 2 | -18 | -0.1 | 109 | 12 | 3
57 | CCOC(=O)N1CCN(C(=O)Cc2ccsc2)CC1 | 11 | 109 | 32 | -1 | -5 | -0.2 | 114 | 5 | 5
58 | CCOc1ccccc1N1CCN(C(=O)Nc2ccc(Cl)c(Cl)c2)CC1 | -5 | · | 40 | 2 | 1 | 5.0 | · | 21 | ·
59 | CCCCNC(=O)c1ccc2c(c1)ncn2C1CCCC1 | -4 | 100 | -3 | -32 | -14 | 0.6 | 101 | 14 | 1
